S3 lipid droplet: qHTS Assay for Lipid Storage Modulators in Drosophila S3 Cells; Drosophila S3 cells, BODIPY lipid droplet fluorescence, 18-24 h; cells fed with added oleic acid; Potency in µM for hits, for the others lipid storage change, negative = inhibition, % at the top dose, mostly 46.1 µM; actives 0.64% (n = 320,000); AID 2685; active = well fitted inhibition curve with a large enough effect in the signal ratio, with a control signal flat, not every such curve was filed as active; inconclusive = small, poorly fitted or top-dose-only effect, or effect the other way, or a change in a side signal; the % refers to the signal ratio
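Drosophila S3 cells loaded with oleic acid (400 uM, as added) and compounds at several concentrations; lipid droplets imaged by 488-nm laser-scanning cytometry, 500–530 nm intensity and object ratio to cell channel. Percent activity normalized to 20 uM Triacsin C.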
S3 lipid droplet cell count max: second read-out of S3 lipid droplet, no call of its own (marks repeat the call); cell number change, %; measured here: cell count max response;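 cells counted by Cell Tracker Red CMTPX staining in the red channel; peak over a dose series mostly up to 46.1 µM; percent activity relative to internal control wells on each plate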
An asterisk follows results filed as active. % is scaled to controls: 0 for no effect and ±100 for the full control effect; potency is read from the fitted curve at half-maximal effect. A portion of the library (hit frequency here may not be typical).

Sample of the layout (5 entries):
How did Cc1ccc(CNC(=O)c2cc(-c3cc(C)cc(C)c3O)n[nH]2)cc1 do in these assays?
S3 lipid droplet: inconclusive

How did CCOC(=O)C1C(=O)NC(c2ccccc2)=NC1c1ccc(Br)cc1 (stereo not drawn) do in these assays?
S3 lipid droplet: inconclusive

What do the screens show for `Cc1ccc(C(=O)CSc2nc3cccnc3n2C)cc1`?
S3 lipid droplet: inconclusive

Results for CC(C)(C)S(=O)(=O)c1ccsc1C(=O)O ?
S3 lipid droplet: 9%; S3 lipid droplet cell count max: 9

How did CCCN(CC(=O)Nc1cccc(Br)c1)CC(=O)Nc1ccc(F)c(F)c1F do in these assays?
S3 lipid droplet: inconclusive

The listing, from the start:
How did Cc1ccc(CNC(=O)c2cc(-c3cc(C)cc(C)c3O)n[nH]2)cc1 do in these assays?
S3 lipid droplet: inconclusive

How did CCOC(=O)C1C(=O)NC(c2ccccc2)=NC1c1ccc(Br)cc1 (stereo not drawn) do in these assays?
S3 lipid droplet: inconclusive

What do the screens show for `Cc1ccc(C(=O)CSc2nc3cccnc3n2C)cc1`?
S3 lipid droplet: inconclusive

Results for CC(C)(C)S(=O)(=O)c1ccsc1C(=O)O ?
S3 lipid droplet: 9%; S3 lipid droplet cell count max: 9

How did CCCN(CC(=O)Nc1cccc(Br)c1)CC(=O)Nc1ccc(F)c(F)c1F do in these assays?
S3 lipid droplet: inconclusive

Results for Cc1nc2ccccn2c1/C(O)=C1\C(=O)C(=O)N(CCN(C)C)C1c1ccco1 (stereo not drawn) ?
S3 lipid droplet: inconclusive

How did Cc1nc2ccc(F)cc2cc1C(=O)Nc1ccc(Cl)c(Cl)c1 do in these assays?
S3 lipid droplet: inconclusive

What do the screens show for `O=C(CNC(=O)c1ccc2c(c1)OCO2)Nc1ncccc1O`?
S3 lipid droplet: inconclusive

What do the screens show for `CC1=NN(C(=O)c2cccc(Cn3nc(C)c([N+](=O)[O-])c3C)c2)C(O)(C(F)(F)F)C1` (stereo not drawn)?
S3 lipid droplet: inconclusive

What do the screens show for `CC(C)(C)N(CC#CCC(O)(c1ccccc1)c1ccccc1)CCO`?
S3 lipid droplet: 0%; S3 lipid droplet cell count max: 11

What do the screens show for `COc1ccc(CCNC(=O)CCC(=O)c2cccs2)cc1OC`?
S3 lipid droplet: inconclusive

Results for C=C(C)C(=O)NC1=NN(c2ccccc2)C(=O)C1 ?
S3 lipid droplet: 1%; S3 lipid droplet cell count max: 1

How did O=C(NNC(=O)c1ccccc1OCc1ccccc1)c1ccccc1O do in these assays?
S3 lipid droplet: inconclusive

What do the screens show for `CC#CCCCC(=O)Nc1ccc(C(=O)O)cc1`?
S3 lipid droplet: 0%; S3 lipid droplet cell count max: 8

How did Cc1cc(C)nc(NC(=S)Nc2cccc(F)c2)c1 do in these assays?
S3 lipid droplet: 13%; S3 lipid droplet cell count max: 4

Results for Cc1ccc(C)c(S(=O)(=O)N2CCCCC2CCNC(=O)C(=O)NCc2ccco2)c1 (stereo not drawn) ?
S3 lipid droplet: inconclusive

What do the screens show for `O=C(CSC1=NS(=O)(=O)c2ccccc2N1)N1CCCCC1`?
S3 lipid droplet: 8%; S3 lipid droplet cell count max: -8

How did COc1ccc(NS(=O)(=O)c2cc(S(C)(=O)=O)ccc2C)cc1 do in these assays?
S3 lipid droplet: inactive; S3 lipid droplet cell count max: 6

What do the screens show for `CCn1nc(C)c(NC(=O)CC23CC4CC(CC(C4)C2)C3)c1C`?
S3 lipid droplet: -7%

How did Cc1nc(SCc2cccnc2)[nH]c(=O)c1C do in these assays?
S3 lipid droplet: inactive

Results for COCCCn1c(=O)c2sccc2n(Cc2cc(C(=O)OC)ccc2OC)c1=O ?
S3 lipid droplet: inactive; S3 lipid droplet cell count max: -17

What do the screens show for `CS(=O)(=O)NCc1nnc(SCc2c(F)cccc2Cl)o1`?
S3 lipid droplet: 6%; S3 lipid droplet cell count max: 16

What do the screens show for `CCNc1nc(SCC(=O)Nc2ccc(Cl)c(Cl)c2)nc(N2CCOCC2)n1`?
S3 lipid droplet: inactive; S3 lipid droplet cell count max: 3

What do the screens show for `COc1ccc(CNC(=O)NCCc2c[nH]c3ccccc23)cc1`?
S3 lipid droplet: inconclusive

What do the screens show for `Cc1ccccc1NC(=O)C(NS(=O)(=O)c1ccc2c(c1)c(=O)n(C)c(=O)n2C)c1ccccc1` (stereo not drawn)?
S3 lipid droplet: inconclusive

What do the screens show for `O=C1NC[C@H](c2ccccc2)N(CCc2cc(C(F)(F)F)cc(C(F)(F)F)c2)C1=O`?
S3 lipid droplet: 6%; S3 lipid droplet cell count max: 3

Results for COc1ccc(NC(=O)C2CCCO2)cc1Cl (stereo not drawn) ?
S3 lipid droplet: inconclusive

What do the screens show for `O=C(CCc1ccc(S(=O)(=O)NC2CCCCC2)cc1)NCc1ccccn1`?
S3 lipid droplet: -12%; S3 lipid droplet cell count max: -11

Results for CC1CCC(NC(=O)C(Cc2ccccc2)n2cccc2)CC1 (stereo not drawn) ?
S3 lipid droplet: 26%; S3 lipid droplet cell count max: 17

Results for Cc1sc2ncnc(OCC(=O)NCC3CCCO3)c2c1C (stereo not drawn) ?
S3 lipid droplet: 9%; S3 lipid droplet cell count max: 0

Taken from the results shown (4 entries):
What do the screens show for `CCNc1nc(SCC(=O)Nc2ccc(Cl)c(Cl)c2)nc(N2CCOCC2)n1`?
S3 lipid droplet: inactive; S3 lipid droplet cell count max: 3

What do the screens show for `COc1ccc(CNC(=O)NCCc2c[nH]c3ccccc23)cc1`?
S3 lipid droplet: inconclusive

What do the screens show for `Cc1ccccc1NC(=O)C(NS(=O)(=O)c1ccc2c(c1)c(=O)n(C)c(=O)n2C)c1ccccc1` (stereo not drawn)?
S3 lipid droplet: inconclusive

What do the screens show for `O=C1NC[C@H](c2ccccc2)N(CCc2cc(C(F)(F)F)cc(C(F)(F)F)c2)C1=O`?
S3 lipid droplet: 6%; S3 lipid droplet cell count max: 3

Next part:
What do the screens show for `CCc1cccc(OCC2Cn3c(nc4c3c(=O)n(C)c(=O)n4C)O2)c1` (stereo not drawn)?
S3 lipid droplet: inactive; S3 lipid droplet cell count max: -22

How did O=C(CSc1ccc2c(c1)OCCO2)N1CCN(c2ccccc2O)CC1 do in these assays?
S3 lipid droplet: inconclusive

How did NS(=O)(=O)c1ccc(NC(=S)NNC(=O)c2cccs2)cc1 do in these assays?
S3 lipid droplet: -13%; S3 lipid droplet cell count max: -9

Results for Fc1ccc(CNC(=S)Nc2ccccc2Cl)cc1 ?
S3 lipid droplet: inconclusive

How did COc1nc(NCCc2ccc(OC)c(OC)c2)nc(Nc2ccccc2)n1 do in these assays?
S3 lipid droplet: inactive; S3 lipid droplet cell count max: -23

How did CC(C)c1ccc(NC2CCCN(C(=O)CCN3CCCCO3)C2)cc1 (stereo not drawn) do in these assays?
S3 lipid droplet: inconclusive

What do the screens show for `COc1cc(/C=N/Nc2nc3ccccc3[nH]2)cc(Br)c1OCC(=O)N(C)C`?
S3 lipid droplet: inconclusive

Results for CCOc1ccc(CNC(=O)CCSCc2ccccc2F)cc1OC ?
S3 lipid droplet: 0%; S3 lipid droplet cell count max: 10

How did N#Cc1ccc(/C=N/NC(=O)c2cc(-c3cccs3)nc3ccccc23)cc1 do in these assays?
S3 lipid droplet: 21%; S3 lipid droplet cell count max: 12

What do the screens show for `CCOc1ccccc1NC1c2ccccc2C(=O)N1Cc1ccco1` (stereo not drawn)?
S3 lipid droplet: inconclusive

How did Nc1ccc2oc(-c3ccccc3Cl)cc(=O)c2c1O do in these assays?
S3 lipid droplet: inconclusive

What do the screens show for `Cc1onc(-c2c(Cl)cccc2Cl)c1-c1nc2cc(Cl)ccc2c(=O)o1`?
S3 lipid droplet: 7%; S3 lipid droplet cell count max: 6

What do the screens show for `Cc1nn(-c2ccccc2)c(C)c1NC(=O)COC(=O)c1ccc(Cl)c(S(N)(=O)=O)c1`?
S3 lipid droplet: inconclusive

Results for COc1cc(NC(=O)C2CCCN2S(=O)(=O)c2cccc3cccnc23)cc(OC)c1OC (stereo not drawn) ?
S3 lipid droplet: 18%; S3 lipid droplet cell count max: -1

How did COc1cc(OC)cc(C(=O)Nc2ccc(-c3nc4ccccc4o3)c(O)c2)c1 do in these assays?
S3 lipid droplet: inconclusive

Results for Cc1cccc(-c2nnc(SCC#N)n2Cc2ccccc2)c1 ?
S3 lipid droplet: inconclusive

Results for Cc1c(Br)c([N+](=O)[O-])nn1CC(=O)NCc1cccs1 ?
S3 lipid droplet: inconclusive

What do the screens show for `Cc1cc(CCN2CCC(=O)NC2=O)ccc1OC(C)C`?
S3 lipid droplet: inconclusive

How did Fc1ccc(CSc2nc3ccccc3[nH]2)c2ccccc12 do in these assays?
S3 lipid droplet: inconclusive

Results for O=C(NCc1ccccc1)OCCN1CCN(Cc2ccccc2)CCC1=O ?
S3 lipid droplet: inconclusive

How did CCCOC(=O)C1[C@H]2C(=O)N(Cc3ccco3)C[C@]23C=C[C@H]1O3 (stereo partly drawn) do in these assays?
S3 lipid droplet: inconclusive

What do the screens show for `COc1cc(C(=O)Nc2ccc(C(=O)c3cccs3)cc2)cc(OC)c1OC`?
S3 lipid droplet: inconclusive

What do the screens show for `Cc1nnsc1C(=O)NNc1ccc(C(C)(C)C)cc1`?
S3 lipid droplet: -1%; S3 lipid droplet cell count max: 16

How did O=Cc1c(N2CCN(CCO)CC2)nc2ccccn2c1=O do in these assays?
S3 lipid droplet: inconclusive

What do the screens show for `COc1cc(OC)cc(-c2c(-c3cccs3)c3cc(-c4ccc5c(c4)OCCO5)ccc3n2C)c1`?
S3 lipid droplet: inconclusive

What do the screens show for `COc1cccc(NC2=CC(=O)CC(C)(C)C2)c1`?
S3 lipid droplet: inactive; S3 lipid droplet cell count max: -1

Results for COc1ccccc1/C=C1\SC(=S)N(CCC(=O)NNC(=O)c2ccccc2O)C1=O ?
S3 lipid droplet: inconclusive

Results for COc1ccc(NC(=O)COC(=O)/C=C/c2cccs2)c(OC)c1 ?
S3 lipid droplet: 19%; S3 lipid droplet cell count max: -13

Results for Cc1oc(/N=C/c2ccc(Cl)cc2Cl)c(C#N)c1C ?
S3 lipid droplet: 21%; S3 lipid droplet cell count max: 3

What do the screens show for `COc1ccccc1CN1CCN(Cc2nc(Cc3ccccc3)no2)CC1`?
S3 lipid droplet: 7%; S3 lipid droplet cell count max: -11

How did Cc1ccsc1C(=O)OCC(=O)NC1CCCCC1C (stereo not drawn) do in these assays?
S3 lipid droplet: inconclusive

How did COC(=O)Nc1nnc(/C=C/c2ccc(OC)cc2)s1 do in these assays?
S3 lipid droplet: inconclusive

How did CC1(C(=O)NCCCNc2ncc(C(F)(F)F)cc2Cl)C=CCN1C(=O)c1ccccc1 (stereo not drawn) do in these assays?
S3 lipid droplet: 8%; S3 lipid droplet cell count max: 1

Results for Cc1nc2cc(NC(=O)Nc3cccc([N+](=O)[O-])c3)ccc2n1C ?
S3 lipid droplet: 28%; S3 lipid droplet cell count max: -20

What do the screens show for `CCN(CC)S(=O)(=O)c1ccc(N(C)Cc2cccnc2)nc1`?
S3 lipid droplet: inconclusive

What do the screens show for `COC(=O)CSC1=C(C#N)C(c2cccc(F)c2)CC(=O)N1` (stereo not drawn)?
S3 lipid droplet: inconclusive

What do the screens show for `O=C(Cn1cnc2ccccc2c1=O)c1c[nH]c2ccccc12`?
S3 lipid droplet: inconclusive

What do the screens show for `O=C(COC(=O)CNS(=O)(=O)c1ccc(F)c(F)c1F)NC1CCCC1`?
S3 lipid droplet: inconclusive

Results for Fc1ccc(CSc2nnc(-c3cccnc3)o2)cc1 ?
S3 lipid droplet: inconclusive

What do the screens show for `Cc1ccc(Cn2c(=O)n(CCC(=O)NCc3ccc4c(c3)OCO4)c(=O)c3ccccc32)cc1`?
S3 lipid droplet: inconclusive

What do the screens show for `CC(C)c1ccc(CN2CCN(C(=O)CCl)CC2)cc1`?
S3 lipid droplet: inconclusive

Results for COc1ccc2oc(C(=O)OCC(=O)NC3CC3)c(C)c2c1 ?
S3 lipid droplet: inconclusive

Results for O=C(COC(=O)C1(c2ccccc2)CC1)NNC(=O)c1ccccc1 ?
S3 lipid droplet: 2%; S3 lipid droplet cell count max: 6

What do the screens show for `COc1ccccc1N1CCN(CC(O)COCCOc2ccc(Br)cc2)CC1` (stereo not drawn)?
S3 lipid droplet: 19%

How did Cc1c(C(=O)Nc2ccccn2)oc2ccc(Br)cc12 do in these assays?
S3 lipid droplet: inconclusive

How did O=C(CN1CCCCCC1)Nc1ccc(Oc2ccccc2)cc1 do in these assays?
S3 lipid droplet: inconclusive

What do the screens show for `COC(=O)c1sccc1NC(=O)c1c(C)noc1C`?
S3 lipid droplet: inactive

What do the screens show for `COc1ccc(S(=O)(=O)N2CCCCC2)cc1NC(=O)c1cc(C)on1`?
S3 lipid droplet: inconclusive

Results for O=C(NCC12CC3CC(CC(C3)C1)C2)c1nc2ncccn2n1 ?
S3 lipid droplet: 15%; S3 lipid droplet cell count max: 9

What do the screens show for `COc1cccc(CN2CC(C(=O)N3CCN(C(C)C)CC3)CCC2=O)c1` (stereo not drawn)?
S3 lipid droplet: 5%; S3 lipid droplet cell count max: 9

Results for O=S(=O)(Nc1cccc(-c2cn3ccsc3n2)c1)c1ccc(F)cc1 ?
S3 lipid droplet: inactive; S3 lipid droplet cell count max: -6

Sorted by molar mass (high to low): some entries from above
What do the screens show for `COc1ccccc1N1CCN(CC(O)COCCOc2ccc(Br)cc2)CC1` (stereo not drawn)?
S3 lipid droplet: 19%

How did O=C(CN1CCCCCC1)Nc1ccc(Oc2ccccc2)cc1 do in these assays?
S3 lipid droplet: inconclusive

Results for COc1ccc2oc(C(=O)OCC(=O)NC3CC3)c(C)c2c1 ?
S3 lipid droplet: inconclusive
